TcdB GH inh: TcdB glycohydrolase inhibition. P18177. TcdB glycohydrolase enzymatic assay, plate reader. inhibition, % at 9.99 µM. 350,000 tested, 0.24% active. AID 652162; in the data active = inhibition above about 10%
PrPC TRFRET: reduces human prion protein on the cell surface | 370,000 tested, 0.43% active | inhibition, % at 13.8 µM | P04156 | AID 720596 | cell surface PrPC, TR-FRET read-out; in the data active = inhibition above about 24%; note: 0% = median of the test wells and 100% = reference compound wells
SARS 3CLpro inh: SARS-CoV 3CLpro protease inhibition. P0C6X7. recombinant SARS-CoV 3CLpro, quenched FRET peptide cleavage. inhibition, % at 6 µM. 290,000 tested, 0.14% active; in the data active = inhibition above about 12%
PfHsp40 yeast: restores yeast growth despite PfHsp40 toxicity | S. cerevisiae expressing PfHsp40, growth rescue, ATP luminescence | growth rescue, % at 12.5 µM | 340,000 tested, 0.68% active; in the data active = growth rescue above about 28%, passing the limit was not always enough; inconclusive = no clear call, values can overlap the other calls;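 note: yeast W303a lacking pdr1 and pdr3 grown in galactose medium; growth measured after three days at 30 °C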
PriA SSB inh: K. pneumoniae PriA-SSBct interaction inhibition; AlphaScreen SSBct-PriA binding, biotinylated peptide; inhibition, % at 33 µM; 430,000 tested, 0.6% active; AID 1272365; in the data active = inhibition mostly above about 37%, no sharp cut-off; inactive = mostly below about 20%;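 note: plate controls were negative control peptide for no effect and reference peptide for full effect; strong numbers were not always called active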
Y pestis TopoI: Y. pestis Topo-I inhibition via cleavage products | 360,000 tested, 0.064% active | Y. pestis Topo-I cleavage product accumulation, plate reader | AID 504884 | activity, % at 10 µM; in the data active = activity above about 50%, passing the limit was not always enough; inconclusive = no clear call, values can overlap the other calls; note: inactives centre near 2
BoNT-A LC inh2: blocks Botulinum neurotoxin A light chain protease | multiplex microsphere protease substrate cleavage, flow cytometry | inhibition, % at 10 µM | 360,000 tested, 0.17% active | AID 588499; note: plate controls were buffer without enzyme for full effect and enzyme alone for no effect
Anthrax LF inh2: inhibitors of Bacillus anthracis lethal factor protease | P15917 | inhibition, % at 10 µM | multiplex microsphere protease cleavage assay, LF | 360,000 tested, 0.12% active | AID 588501; note: plate controls were buffer without enzyme for full effect and enzyme alone for no effect
Vc quorum ag: inducers of Vibrio cholerae quorum light production without autoinducers | V. cholerae BH1578 lux reporter, luminescence, 6 h | AID 588436 | 350,000 tested, 0.16% active | activation, % at 18.7 µM; in the data active = activation mostly above about 9.7%, no sharp cut-off; inconclusive = no clear call, values can overlap the other calls; inactive = mostly below about 3.7%; note: not every result past the cut was called active; inactives centre near 0; reference of the scale not given here
Active calls of the source: *; i = inactive; ? = inconclusive; . = not tested or not shown; & = joins results of further samples. Cut-off read from the data, not from the text of the source, unless noted: active = inhibition above about 30%; inconclusive = no clear call, values can overlap the other calls; inactive = below that. A portion of the library. The share of hits here may be higher or lower than overall.

SMILES	TcdB GH inh	PrPC TRFRET	SARS 3CLpro inh	PfHsp40 yeast	PriA SSB inh	Y pestis TopoI	BoNT-A LC inh2	Anthrax LF inh2	Vc quorum ag
COc1c(C)cccc1C(=O)NCCCNC(=O)c1ccc(C)nc1	0.5	0	-1	-1.7	-9	-10	-0.2	-5	0.3
c1ccc(N2CCN(c3nc4ccccc4n4cnnc34)CC2)cc1	-1.8	3	-1	-0.1	2	11	-0.9	4	-0.2
C=CCSC1=C(C#N)C(c2ccccc2C)CC(=O)N1 (stereo unspecified)	.	3	-2	0.5	-7	0	0.4	4	i
CCCc1c(C(=O)O)cnn1-c1ccc(Cl)cc1	1.9	10	0	-0.4	-6	3	?	3	0.1
Nc1ncnc(N2CCOCC2)c1N	-2.2	5	-5	-0.5	-16	-3	-0.3	-2	2.3
NC(=O)c1ccc(NC(=O)COc2cccc3ccccc23)cc1	0.6	3	-7	-0.4	-5	-5	-1.5	-1	i
CCn1c(Cc2ccccc2)nnc1SCC(=O)NC1CC1	.	-7	-3	0.7	-7	4	-0.8	-4	i
NC(=S)N/N=C/c1ccccc1O	-8.1	-7	1	0.5	.	1	-1.2	-5	-2.3
CCc1cc(=O)[nH]c(SC/C=C/c2ccccc2)n1	.	.	-1	0.4	2	13	-6.3	-3	-2.0
CSc1ccc(CN(C)C(=O)C(Cc2ccccc2)NC(=O)c2ccccc2)cc1 (stereo unspecified)	1.0	8	5	1.4	6	6	0.5	0	0.7
COCC1CCN(Cc2c(C(=O)N3CCc4ccccc4C3)nc3ccc(Cl)cn23)C1 (stereo unspecified)	1.4	-4	2	-0.5	2	22	2.7	6	i
COC(=O)[C@]1(C)N[C@H](CN(C)S(=O)(=O)c2ccc(C(F)(F)F)cc2)[C@@H]2C(=O)N(C)C(=O)[C@@H]21	-1.3	-5	.	0.8	-1	-8	-0.2	4	i
CNC(=O)c1[nH]nc2c1CCc1cc(OC)ccc1-2	0.1	-3	-4	-0.1	-1	-14	0.1	4	-6.2
CCC(Sc1nc2ccccc2c(=O)[nH]1)C(=O)Nc1ccc(C(C)=O)cc1 (stereo unspecified)	0.2	3	3	-0.3	1	1	0.3	-7	0.5
CCOC(=O)c1nn(-c2ccccc2F)c2nc(-c3ccco3)c(C#N)c(=O)n12	5.3	1	2	0.4	-3	-5	-1.0	-1	-0.3
COc1ccccc1NC=C1C(=O)OC(C)(C)OC1=O	.	4	-6	1.5	-11	8	4.1	-4	-1.4
O=C(CSc1nc2ccccc2o1)N1CCOCC1	0.6	2	7	0.6	-3&-8	4	0.9	0	0.7
CN1CCc2cc(O)cc3c2[C@H]1Cc1ccc(O)c(O)c1-3	-9.8	-10	.	0.6	6	-3	-2.0	-21	i
CCN(c1ccc2c(c1)OCO2)S(=O)(=O)c1cc2c(cc1Br)CCN2C(=O)C1CC1	0.8	6	.	0.3	-14	19	0.9	-2	i
CCOC(=O)C1CCN(C(=O)c2ccc(SC)cc2OC)CC1	.	-10	3	-1.5	-7	-4	1.0	4	i
CC1=[N+]([O-])C(C)(C)C(C)N(O)C1=O (stereo unspecified)	.	-1	0	-0.2	-14	2	-0.2	2	.
COC(=O)CCSCC(=O)Nc1ccc(S(=O)(=O)N2CCOCC2)cc1OC	1.2	0	-2	0.2	-10	-4	0.3	2	-0.6
O=C1C=C(c2cc3ccccc3s2)CCC1	.	-13	.	-2.0	-2	-4	-0.1	-11	-2.9
Cc1cc(C)n(-c2nc(NCCN(C)C)c3c4c(sc3n2)CCCC4)n1	2.2	-13	3	-0.2	-10	4	-0.9	0	-0.5
Oc1ccc(Cl)cc1/C=N/c1nc2ccccc2[nH]1	.	5	5	-2.0	.	5	3.1	-1	-1.0
CCC(Cc1ccccc1)NS(=O)(=O)c1csc(C(N)=O)c1 (stereo unspecified)	2.0	-8	5	1.0	-5	0	1.5	2	4.3
CC(C)(O)C#Cc1ccc(CN2CCN(CCc3ccccc3)C(CCO)C2)s1 (stereo unspecified)	1.8	-2	-3	-0.3	-5	10	0.0	-1	i
CN1C(=O)[C@H]2[C@@H](c3ccc(C(F)(F)F)cc3)N[C@]3(CCCN(Cc4ccc(C(F)(F)F)cc4)C3=O)[C@H]2C1=O	1.7	5	.	.	.	1	-0.3	-8	i
Cc1csc(NC(=O)CSc2nnc3c4ccccc4nc(C(C)(C)C)n23)n1	0.1	5	5	-1.8	-9	32	-0.6	-1	i
CSc1ccccc1N=CC1=C(O)CC(C)(C)CC1=O	1.3	3	3	0.5	-34	9	0.8	1	18*

Single records, from the list above. Values in the order: TcdB GH inh, PrPC TRFRET, SARS 3CLpro inh, PfHsp40 yeast, PriA SSB inh, Y pestis TopoI, BoNT-A LC inh2, Anthrax LF inh2, Vc quorum ag
`COc1ccccc1NC=C1C(=O)OC(C)(C)OC1=O` is entered as ., 4, -6, 1.5, -11, 8, 4.1, -4, -1.4
`Oc1ccc(Cl)cc1/C=N/c1nc2ccccc2[nH]1` is entered as ., 5, 5, -2.0, ., 5, 3.1, -1, -1.0
`O=C(CSc1nc2ccccc2o1)N1CCOCC1` is entered as 0.6, 2, 7, 0.6, -3&-8, 4, 0.9, 0, 0.7

Random excerpt: 3 records from the list
SMILES	TcdB GH inh	PrPC TRFRET	SARS 3CLpro inh	PfHsp40 yeast	PriA SSB inh	Y pestis TopoI	BoNT-A LC inh2	Anthrax LF inh2	Vc quorum ag
CCOC(=O)c1nn(-c2ccccc2F)c2nc(-c3ccco3)c(C#N)c(=O)n12	5.3	1	2	0.4	-3	-5	-1.0	-1	-0.3
COC(=O)[C@]1(C)N[C@H](CN(C)S(=O)(=O)c2ccc(C(F)(F)F)cc2)[C@@H]2C(=O)N(C)C(=O)[C@@H]21	-1.3	-5	.	0.8	-1	-8	-0.2	4	i
CSc1ccccc1N=CC1=C(O)CC(C)(C)CC1=O	1.3	3	3	0.5	-34	9	0.8	1	18*

New compounds follow:
SMILES	TcdB GH inh	PrPC TRFRET	SARS 3CLpro inh	PfHsp40 yeast	PriA SSB inh	Y pestis TopoI	BoNT-A LC inh2	Anthrax LF inh2	Vc quorum ag
N#CC1(NC(=O)COC(=O)CNC(=O)c2sc3ccccc3c2Cl)CCCCC1	1.4	6	.	0.2	6	19	2.9	0	i
O=[N+]([O-])c1cccc(/C=N/N2CCN(c3ccccn3)CC2)c1	-1.0	-2	0	0.2	.	-3	-0.9	0	-0.3
COc1cc(C(C)=O)ccc1OCC(=O)OCCCOC(=O)COc1ccc(C(C)=O)cc1OC	0.9	4	0	0.4	-5	11	0.8	-2	-0.1
Cc1cc2c(cc1S(=O)(=O)NCc1ccccc1Cl)OCCN2C	5.4	-4	-1	1.2	30	13	-0.2	-2	-0.2
CCN(CC)C(=O)c1sc2nc(N3CCOCC3)c3c(c2c1N)CCCC3	.	3	-1	-0.6	-16	11	-0.1	2	-7.1
CCc1ccc(C(=O)NC(C(=O)O)C(C)C)cc1 (stereo unspecified)	.	1	-2	-0.2	-10	-4	-1.4	-10	.
Cc1ccc2cccc(NC(=S)NC(=O)c3ccn(C)n3)c2n1	.	5	-6	-0.2	0	24	1.2	-1	-0.6
c1ccc(CSc2nnc(Cc3ccccn3)o2)cc1	.	6	3	0.0	-9	-3	0.4	6	-0.5
CCOc1ccc(S(=O)(=O)NCC2CCCO2)cc1 (stereo unspecified)	.	6	1	-1.2	-21	-3	-1.3	2	i
Cc1ccc(-c2c[n+](CC(=O)Nc3nc(-c4ccccc4)cs3)c3n2CCC3)cc1	2.3	2	-1	-0.3	17	5	-0.7	-5	-0.3
CCCC(=O)Nc1ccccc1NC(=O)CN(C)S(=O)(=O)c1ccc(C)cc1	.	-3	-1	0.8	-9	11	-3.7	-11	-1.9
Cc1ccc(-n2c(SCC(=O)NCC3CCCO3)nc3ccccc3c2=O)cc1C (stereo unspecified)	-0.2	6	.	-0.2	-22	11	2.2	?	0.0
CC1(C(=O)NS(=O)(=O)c2ccccc2Cl)CCN1C(=O)CC(c1ccccc1)c1ccccc1 (stereo unspecified)	-0.1	8	.	.	.	13	-0.1	-6	-0.4
CCOC(=O)[C@]12CCCC=C1N(Cc1ccc3c(c1)OCO3)C(=O)[C@H](CC(=O)NCCCOC)C2	1.3	-5	.	.	.	.	-0.6	-4	.
CC(=O)NCC(=O)NC(Cc1ccccc1)C(N)=O (stereo unspecified)	.	5	-2	0.4	-5	1	0.3	1	4.0
CCCCCCCNC(=O)C1(CC2CC(c3ccc(Cl)cc3)=NO2)CCN(C(=O)OC(C)(C)C)CC1 (stereo unspecified)	1.0	-3	5	-0.9	-5	5	-0.3	0	1.2
CCOP(=O)(OCC)C(NC(=O)Nc1cccc(Cl)c1)c1ccccc1 (stereo unspecified)	0.7	-6	-8	-0.9	-6	-11	-0.8	-2	i
COc1ccc(C(=O)C2CCCN(Cc3cnc(C)s3)C2)cc1OC (stereo unspecified)	-0.2	3	1	0.0	-1	4	0.2	2	-0.3
O=C(CCc1ccccc1)Nc1ccccc1OC(=O)c1ccccc1	1.9	4	.	-2.1	-4	14	-0.3	-2	i
Cc1c(C(=O)NCc2ccc3c(c2)OCCO3)sc(=O)n1Cc1ccc(S(=O)(=O)N(C)C)cc1	0.3	15	.	.	.	22	0.3	1	-0.4
COc1ccccc1C(=O)NNC(=O)c1ccc(O)cc1	-0.4	-1	.	.	.	5	-0.1	-2	i
CCCc1nc2oc(C(=O)OCC)c(N)c2c2c1COC(C)(C)C2	.	-5	-2	0.8	1	4	-0.1	-4	-0.2
O=C(Nc1ccccc1-c1nnc(SCc2ccccc2Cl)o1)c1ccccc1	2.0	0	-5	-1.0	-6	-6	-2.0	-20	0.4
COc1cc(C=C2C(=O)OC(C)(C)OC2=O)cc(Cl)c1OCC(=O)Nc1ccccc1	0.4	8	0	0.5	-7	-7	-1.2	-1	i
O=C(CSc1cn[nH]n1)Nc1ccc(Cl)cc1Cl	-0.4	5	-8	0.0	-17	2	4.3	0	i
O=C(Cn1nnc2ccccc21)N/N=C\c1cccs1	.	-2	14*	0.5	.	13	0.8	-1	4.5
Cc1[nH]c(-c2ccco2)nc1C(=O)O	3.3	-2	3	-0.1	-2	-3	1.1	-2	-0.4
O=C(O)c1cc(S(=O)(=O)NCCOc2ccccc2)ccc1Cl	0.8	-6	.	-0.7	-4	1	-2.1	0	-3.3
O=C(N/N=C/c1cccnc1)c1ccccc1Cl	-1.7	8	-4	-0.6	.	10	-1.9	-7	0.9
CCN(C[C@H]1N[C@@](C)(C(=O)OC)[C@H]2C(=O)N(Cc3ccccc3)C(=O)[C@@H]12)C(=O)Nc1ccc(C)cc1	-0.7	-5	.	-0.3	-4	21	0.4	-5	i
Cc1ccc(-n2nc3c(c2NC(=O)c2ccco2)CS(=O)(=O)C3)cc1	-1.7	-6	2	0.0	-3	-6	2.3	2	i
C=CCC(COCc1ccccc1)NS(=O)(=O)c1ccccc1Br (stereo unspecified)	-0.7	7	.	2.6	-41	32	-0.8	-4	i
COc1ccc(CCNc2cc(-c3ccccc3)nc3ncnn23)cc1	.	5	4	-0.9	-9	6	-0.9	-5	-0.3
Cc1cc(NC(=O)CSc2nnc3ccccn23)no1	-1.8	1	1	0.9	1&-14	1	-4.6	-4	-0.5
COc1ccc(C2NC(=O)NC3=C2CCc2ccccc23)cc1 (stereo unspecified)	.	.	-1	-0.2	2	2	1.4	-5	i
N#CCCN(C(=O)COC(=O)C12CC3CC(CC(O)(C3)C1)C2)c1ccc(F)cc1	0.6	5	.	-0.5	-16	-4	0.4	2	i
CC1CN(CCC(=O)Nc2ccccc2F)CC(C)O1 (stereo unspecified)	-0.6	8	-1	-0.3	-12	0	-0.2	-18	2.4
CCc1ccc(-c2cc(C)no2)cc1S(=O)(=O)N1CCN(c2cc(C)ccc2C)CC1	0.3	5	9	1.8	-22	30	-2.2	1	-0.3
Cc1ccccc1N1CCN(C2CCCN(C(=O)CN3CCCC3=O)C2)CC1 (stereo unspecified)	0.4	-5	2	-0.5	-8	6	-0.4	1	-2.3
CCCN(CCC)C(=O)CC(c1ccccc1)c1ccco1 (stereo unspecified)	0.2	6	7	-0.8	0	15	0.7	11	i
Cc1ccccc1NC(=O)c1cccc(S(=O)(=O)Oc2ccc([N+](=O)[O-])cc2)c1	.	-12	5	1.6	0	-3	-0.5	1	i
C1=C(c2cccc3ccccc23)N2CCN=C2S1	.	-4	-6	-1.3	-2	5	0.0	-3	-8.3

Bioassay records: PubChem, several laboratories
